hcGAS lum – inhibitors of human cGAS | Q8N884 | recombinant h-cGAS, ATP depletion, Kinase-Glo luminescence | inhibition, % at 12.5 µM | actives 0.081% (n = 290,000) | AID 1259398;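 also: 0% = vehicle reaction and 100% = reaction without DNA for no activity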
Target sequence (Q8N884 whole entry, looked up): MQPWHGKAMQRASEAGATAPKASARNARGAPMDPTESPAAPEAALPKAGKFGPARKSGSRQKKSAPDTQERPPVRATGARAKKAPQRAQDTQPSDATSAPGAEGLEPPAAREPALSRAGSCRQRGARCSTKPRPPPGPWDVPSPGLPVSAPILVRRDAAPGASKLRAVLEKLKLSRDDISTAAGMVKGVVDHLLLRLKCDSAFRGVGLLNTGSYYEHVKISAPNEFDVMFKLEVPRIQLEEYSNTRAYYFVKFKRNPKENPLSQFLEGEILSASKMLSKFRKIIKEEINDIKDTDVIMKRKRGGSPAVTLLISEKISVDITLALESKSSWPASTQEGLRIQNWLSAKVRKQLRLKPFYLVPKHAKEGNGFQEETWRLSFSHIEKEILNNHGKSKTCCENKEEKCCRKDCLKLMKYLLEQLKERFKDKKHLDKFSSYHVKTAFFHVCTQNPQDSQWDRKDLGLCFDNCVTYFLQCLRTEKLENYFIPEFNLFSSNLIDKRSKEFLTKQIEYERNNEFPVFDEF
NPYLR7 agonist – mosquito NPYLR7 agonism; actives 0.15% (n = 270,000); activation, % at 10 µM; HEK293T NPYLR7/Galpha15, GCaMP6s calcium fluorescence; in the data active = activation above about 40%;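 also: 0% = vehicle and 100% = reference agonist at the receptor; some compounds past the cut are filed as inactive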
mcGAS lum – blocks mouse cGAS activity. recombinant cGAS, Kinase-Glo ATP depletion luminescence. inhibition, % at 12.5 µM. actives 0.15% (n = 160,000);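 also: 0% = negative control wells and 100% = reference inhibitor with no enzyme activity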
Starred values were filed as active, the others as inactive; . = not tested or not shown; & = joins results of further samples. Rule as the data show it, unless noted: active = inhibition above about 40%; inactive = the rest.

SMILES | hcGAS lum | NPYLR7 agonist | mcGAS lum
Cc1nc(CN2CCN(c3cc(C(C)C)nc(N(C)C)n3)CC2)cs1 | -5 | -1 | .
Brc1cccc(C=Cc2nc3ccccc3o2)c1 | 4 | -3 | .
Cc1nnc(CN(C)Cc2ccc(C(=O)Nc3c4c(nn3C)CCC4)cc2)o1 | -2 | 4 | -6
Cc1cccc(Nc2ccc(N3CCN(C(=O)CCc4ccccc4)CC3)nn2)n1 | -8 | 12 | .
CC1(C(=O)O)CCCN1C(=O)c1cc(F)cc(F)c1 (stereo not drawn) | -12 | -4 | .
COc1ccc(-c2ccc(C)c(NS(=O)(=O)CCc3ccccc3)c2)nn1 | -6 | 5 | .
CC(OC(=O)c1ccc2c(c1)C(=O)N(Cc1ccco1)C2=O)C(=O)c1ccc(C(C)(C)C)cc1 (stereo not drawn) | -7 | -2 | .
CC(NC(=O)c1ccc2ncsc2c1)c1ccc(Br)cc1 (stereo not drawn) | -7 | 1 | -8
N#Cc1ccc(S(=O)(=O)Nc2c(F)cccc2N2CCCC2)cc1 | -1 | 7 | .
COC(=O)c1sc(NC(=O)c2ccccc2F)c(C(=O)OC)c1C | -8 | 3 | .
CC(C)N(CC(=O)Nc1cc(C(C)(C)C)nn1-c1ccccc1Cl)C(=O)c1ccc(Cl)c(Cl)c1 | -2 | 26 | -4
O=C(C1CCCC1)N1CCC2(CC1)SCCN2C(=O)CCc1ccccc1 | -3 | 12 | -5
N#CCc1nc(-c2cc3cc(Br)ccc3oc2=O)cs1 | -3&-2 | -3&-4 | -3&-2
CC(c1ccncn1)N(C)Cc1cn(Cc2ccccc2)nc1-c1cc2ccccc2o1 (stereo not drawn) | -5 | 9 | -10
CCOC(=O)c1cc2cc(NC(=O)N(CC3CCOC3)C3CC3)ccc2s1 (stereo not drawn) | 1 | -1 | .
CCCCN(CC(=O)N1c2ccccc2-n2cccc2C1c1cccc(C)c1)C(=O)c1cccc(OC)c1 (stereo not drawn) | 4 | -5 | 2
C=CCN(CC1CC(c2ccc(F)cc2)=NO1)C(=O)NC(C)C (stereo not drawn) | 2 | . | -5
Cc1ccc(CN(C)C(=O)Nc2ccc(N3CCCC3=O)cc2)cc1 | -15 | 4 | .
O=C(CSc1n[nH]c(=O)c2cc(-c3cccs3)nn12)N1CCCc2ccccc21 | -6 | -1 | -7
CC(C)N1CCn2nc(C(=O)N3CCC(Oc4ncccn4)CC3)cc2C1 | 7 | -1 | .
O=S(=O)(NCCn1ncc2c(N3CCCC3)ncnc21)c1ccc(F)cc1 | -4 | 4 | .
Cc1c[nH]c(=O)n1-c1cccc(C#N)c1 | -5 | 9 | .
CCOC(=O)c1c(N=CN(C)C)sc(C(=O)OC)c1C | -2 | 0 | -1
Cc1c(CN(C)Cc2cnc(-c3cccc4ccccc34)nc2)cnn1C | -6 | 9 | .

Brought forward from above: 2 entries, followed by the next part.
SMILES | hcGAS lum | NPYLR7 agonist | mcGAS lum
CCOC(=O)c1c(N=CN(C)C)sc(C(=O)OC)c1C | -2 | 0 | -1
Cc1c(CN(C)Cc2cnc(-c3cccc4ccccc34)nc2)cnn1C | -6 | 9 | .
CN(C)Cc1ccc(C(=O)NC2CC2c2ccc(F)cc2)cc1 (stereo not drawn) | -2 | -21 | .
CCc1nc2ccc(C(=O)NC(C)(C)C)cn2c1N(C)C(=O)C1CCCCC1 | 0 | -5 | -1
COc1ccc(O)cc1CN1CCOC(C(F)(F)F)C1 (stereo not drawn) | -5 | 3 | -14
CCOc1ccccc1NC(=O)N1CCSC1c1cccc(Cl)c1 (stereo not drawn) | -6 | 17 | -6
Cc1cccc(OCC(O)Cn2cnc3c(Cl)cc(Cl)cc3c2=O)c1 (stereo not drawn) | -9 | 11 | .
Cc1cc(C)c(C#N)c(SCC(=O)N2CCOCC2)n1 | -5 | 4 | .
O=C(NC1CC1)c1coc(CN(Cc2cccc(C(F)(F)F)c2)Cc2ccccc2F)n1 | -5 | 11 | -2
CCc1cccc(C)c1NC(=O)N(C)CC1CCCCC1 | -2 | -1 | .
CCOC(=O)c1nc2cc(C)c(C)cc2nc1N1CCN(C(=O)C(C)Cl)CC1 (stereo not drawn) | -2 | -11 | -2
CC=CC(=O)OCC(=O)Nc1sc(C)c(C)c1C(=O)OCC | -6 | 9 | .
CC(C)(C)c1cc(N)ncn1 | 1 | -2 | .
CN(Cc1ccc2nonc2c1)C(=O)CC1C(=O)NCCN1Cc1ccccc1 (stereo not drawn) | 3 | 2 | .

Two of these compounds, reformatted.
Values run as follows: hcGAS lum, NPYLR7 agonist, mcGAS lum
> CC=CC(=O)OCC(=O)Nc1sc(C)c(C)c1C(=O)OCC
 : -6, 9, .
> CC(C)(C)c1cc(N)ncn1
 : 1, -2, .

(continued)
SMILES | hcGAS lum | NPYLR7 agonist | mcGAS lum
CCCCC(Nc1nccc(-n2cccn2)n1)C1CCC1 (stereo not drawn) | -7 | 4 | -17
CCCCN(C=O)c1c(CC)nc2ccc(C(=O)N(C)CCCN(C)C)cn12 | -5 | 9 | -2
Cn1c(=O)c2c(SCC(=O)Nc3cccc(C(F)(F)F)c3)nc(C3CCCC3)nc2n(C)c1=O | -6 | -3 | -8
O=C(NCc1n[nH]c(=O)[nH]1)c1ccc(-c2ccccc2)cc1 | -9 | -2 | .
COCc1nc(N2CCNCC2)c2c3c(sc2n1)CCCC3 | -3 | 2 | .
COc1cc(NC(=O)CN2C[C@@H]3CC[C@@H]2C3)ccc1NC(=O)CC(C)C | -3 | 1 | .
CCCNC(=O)Cn1nc2c(c1NC(=O)C1CC1)CSC2 | -5 | -11 | -7
CCN(CC)C(=O)C1CCCN(C(=O)CCc2c(C)nn(-c3ccc(C)c(Cl)c3)c2C)C1 (stereo not drawn) | -6 | -3 | -4
Cc1ccsc1CN(Cc1ccc(F)cc1)C(=O)CN(C(=O)C(c1ccccc1)c1ccccc1)C1CC1 | -1 | 1 | -2
CCCSc1ncccc1C(=O)Nc1cccc(OC)c1 | -3 | -6 | -4
Cc1ccc(NC(=O)NC2CCC(C)CC2)cc1-n1cnnn1 (stereo not drawn) | -11 | 7 | .
COc1ccc(Br)cc1-c1nc(CSc2nc(-c3ccncc3)cc(=O)[nH]2)c(C)o1 | -6 | -4 | -7
Cc1ccc(NCCNS(=O)(=O)c2ccccc2)nn1 | -3 | -14 | -12
CCCC(=O)OCC(O)CN(Cc1ccccc1Cl)CC1CC(c2ccc(F)cc2)=NO1 (stereo not drawn) | 0 | -2 | -3
Cc1cc(S(=O)(=O)N2CCCCC2CCN2CCOCC2)c(C)s1 (stereo not drawn) | -12 | . | -5
CC(C)=CC(=O)Nc1c(-c2ccc(Br)cc2)c(C)nn1C | -10 | 14 | -17
CCN(Cc1nc(COC)no1)Cc1cncn1C1CCCCC1 | -9 | . | -5
Fc1ccc(NC2CCCN(Cc3cccc4ncccc34)C2)cc1 (stereo not drawn) | -5 | 6 | -12
Cn1nnc(-c2ccc(N)cc2)n1 | 1 | -9 | .
O=C(NC1CCCc2ccccc21)c1cc(N2CCc3ccccc3C2)nc2ccccc12 (stereo not drawn) | -2 | 7 | -5
O=C(CSc1cn(CC(=O)N2CCCC2)c2ccccc12)Nc1ccccc1 | -8 | -2 | -7
Cc1cccc(Nc2nc(-c3ccc(-c4ccc([N+](=O)[O-])cc4Cl)o3)cs2)n1 | 0 | -4 | .
COc1ccc(NC(=O)C2CCN(C(=O)[C@H](C)NC(=O)C34CC5CC(CC(C5)C3)C4)CC2)cc1 | -5 | 28 | -7
Cc1nn(C)c(C)c1C(C)C(=O)N(C)Cc1cccc(Cl)c1Cl (stereo not drawn) | -6 | -1 | .
CN(Cc1c(F)cccc1Cl)Cn1c(=O)[nH]c2ccccc21 | -9 | 14 | -8
CCOC(=O)[C@@H]1CN(C(=O)c2ccco2)[C@H]2c3cccc(F)c3O[C@@H]12 | 11 | -2 | 2
Cc1ccccc1Cn1cnc2c(cnn2CCNC(=O)c2ccc3c(c2)OCO3)c1=O | -3 | -4 | -11
CC(C)S(=O)(=O)N1CCC2(CCC(N3CCc4ccccc4C3)CC2)CC1 | -4 | . | -5
Ic1ccc(C=NNc2ccc(-n3ccnc3)nn2)o1 | -1 | 10 | .
COCc1cc(C)nc2sc(C(=O)Nc3ccccc3N3CCOCC3)c(N)c12 | -6 | -9 | .
O=c1c2ccccc2cnn1Cc1ccc([N+](=O)[O-])cc1 | -8 | 11 | -9
CCc1cccc(CC)c1NC(=O)CSc1nncn1-c1cccnc1 | -3 | 2 | .
Cc1nnc(-c2ccccc2-c2cc(F)cc3c2OC(CN)C3)s1 (stereo not drawn) | -6 | -6 | -9
CC(=O)c1sc2nc(CSc3nnc(Cc4csc(C)n4)o3)[nH]c(=O)c2c1C | -4 | 3 | .
CC(C)NS(=O)(=O)Cc1ccccc1CNC(=O)COc1ccccc1 | -7 | 2 | -8
Cc1cccc(CSc2nnc(CNS(=O)(=O)c3cccc(C(F)(F)F)c3)n2-c2ccc(Cl)cc2Cl)c1 | -1 | 10 | -3
O=C(c1ccc(Br)cc1)N1CCC(C(=O)N2CCC(CCc3ccccc3)CC2)CC1 | -1 | 6 | -7
c1cc(N2CCOCC2)nnc1N1CCOCC1 | -2 | -1 | .
Cn1ncc2c(Nc3ccc(F)cc3)nc(NCCN3CCOCC3)nc21 | -1 | 8 | -6
O=C(CS(=O)Cc1cccc(F)c1F)NCc1ccccc1 (stereo not drawn) | -3 | 15 | .
COC(=O)C1=C(C)NC(=S)NC1c1cccc(OC)c1OC (stereo not drawn) | -18 | 11 | -5
Cc1cc(-c2c(-c3ccccc3)ncn2Cc2cn3c(C)cccc3n2)n[nH]1 | -9 | -4 | -11
CC(C)(C)c1ccccc1OCC(=O)NCCC(=O)O | -3 | 4 | .
Cc1ccc(F)cc1NS(=O)(=O)N(C)C(C)C1CC1 (stereo not drawn) | -6&-8 | -4&0 | .
COC(=O)CSc1nc2nc3c(cn2n1)C(=O)CC(c1ccccc1)C3 (stereo not drawn) | -6 | 19 | .
O=C(NCC1CCCO1)c1ccc(-c2cc(-c3cccc(C(F)(F)F)c3)n[nH]2)cc1 (stereo not drawn) | 0 | -1 | -3
CC(C)(C(=O)N1CCC2(CCNC(=O)CC2)CC1)c1ccccc1 | -1 | 7 | -7
COc1ccc(-c2ccc(C=C3C(=O)NC(=O)NC3=O)o2)cc1 | 1 | -2 | -1

In the list so far, these have a Cl atom:
SMILES | hcGAS lum | NPYLR7 agonist | mcGAS lum
CC(C)N(CC(=O)Nc1cc(C(C)(C)C)nn1-c1ccccc1Cl)C(=O)c1ccc(Cl)c(Cl)c1 | -2 | 26 | -4
CCOc1ccccc1NC(=O)N1CCSC1c1cccc(Cl)c1 (stereo not drawn) | -6 | 17 | -6
Cc1cccc(OCC(O)Cn2cnc3c(Cl)cc(Cl)cc3c2=O)c1 (stereo not drawn) | -9 | 11 | .
CCOC(=O)c1nc2cc(C)c(C)cc2nc1N1CCN(C(=O)C(C)Cl)CC1 (stereo not drawn) | -2 | -11 | -2
CCN(CC)C(=O)C1CCCN(C(=O)CCc2c(C)nn(-c3ccc(C)c(Cl)c3)c2C)C1 (stereo not drawn) | -6 | -3 | -4
CCCC(=O)OCC(O)CN(Cc1ccccc1Cl)CC1CC(c2ccc(F)cc2)=NO1 (stereo not drawn) | 0 | -2 | -3
Cc1cccc(Nc2nc(-c3ccc(-c4ccc([N+](=O)[O-])cc4Cl)o3)cs2)n1 | 0 | -4 | .
Cc1nn(C)c(C)c1C(C)C(=O)N(C)Cc1cccc(Cl)c1Cl (stereo not drawn) | -6 | -1 | .
CN(Cc1c(F)cccc1Cl)Cn1c(=O)[nH]c2ccccc21 | -9 | 14 | -8
Cc1cccc(CSc2nnc(CNS(=O)(=O)c3cccc(C(F)(F)F)c3)n2-c2ccc(Cl)cc2Cl)c1 | -1 | 10 | -3

The results go on.
SMILES | hcGAS lum | NPYLR7 agonist | mcGAS lum
CC(C)(C)NC(=O)NC(=O)CNc1c(F)cccc1N1CCCC1 | 4 | 4 | .
Cc1cc(C)n(-c2cccc(CN3CCCC(CO)(Cc4ccccc4F)C3)c2)n1 (stereo not drawn) | -8 | 4 | -10
C=CCOCC(O)CN(Cc1c(-c2ccccc2)nn(C)c1N(C)C)CC(C)C (stereo not drawn) | 1 | -5 | 1
O=C(CC1C(=O)NCCN1Cc1c(F)cccc1Cl)NCc1ccc2ncccc2c1 (stereo not drawn) | 6 | 14 | -4
C=CCn1c(SCC(=O)N2CCCC2)nc2sc3c(c2c1=O)CCC3 | -9 | -8 | .
Cc1c(-c2ccc(Cl)cc2)c(=O)oc2c3c(ccc12)OCN(CCCN1CCOCC1)C3 | -3 | 5 | -6
Cc1ccc2c(c1)C1CN(C)CCC1N2C(=O)COc1ccccc1F (stereo not drawn) | 4 | -1 | .
COc1cn(CC(=O)Nc2cc(C)on2)c(CSc2nccn2C)cc1=O | -1 | -1 | -4
Cc1[nH]nc(CCC(=O)N2CCCC(O)(CO)CC2)c1C (stereo not drawn) | -2 | 3 | -17
COc1ccc(N(C)S(=O)(=O)c2ccc(OC)c(N3CCN(S(=O)(=O)c4c(C)c(C)c(C)c(C)c4C)CC3)c2)cc1 | 1 | 9 | 0
COc1cccc(C(=O)N2CCSC2c2cccnc2)c1 (stereo not drawn) | -4 | 8 | -7
CSc1ccc(C(=O)NCCc2c[nH]c3ccccc23)c(-c2cccc(F)c2)c1 | -4 | -9 | -4
O=C(NCCCn1nc(-c2ccccc2)ccc1=O)Nc1ccc2c(c1)OCO2 | -1 | -2 | .
CCCCn1ccc2nc3ccn(-c4ccn[nH]4)c(=O)c3cc2c1=O | -1 | 2 | .

Screens as filed in PubChem BioAssay.
